MCL1-BIM inh: inhibitors of human MCL1 binding to BIM-BH3 peptide; Q07820; GST-MCL1 / FITC-Bim-BH3 fluorescence polarization; inhibition, % at 10.9 µM; 320,000 compounds, 0.68% hits; AID 2057;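 active = inhibition above the mean inhibition of all tested compounds plus 3 SD, set per campaign, cut at about 40% in these data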;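 also: 0% = DMSO wells and 100% = unlabeled Bim-BH3 peptide control; higher means more loss of mP so more displacement of Bim peptide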
Fam108B counter: counter-screen for RBBP9 inhibitors: inhibitors of mouse Fam108B. recombinant Fam108B, FP-Rh probe fluorescence polarization. inhibition, % at 9.51 µM. 300,000 compounds, 0.33% hits. AID 1947;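 active = inhibition above the screen mean inhibition plus 3 SD, computed separately per campaign, cut at about 18% in these data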;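 also: inhibitors lower polarization as less probe binds the enzyme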
MEX-5 binding: C. elegans MEX-5 TCR-2 RNA binding activity | 300,000 compounds, 0.38% hits | Q9XUB2 | MEX-5/FITC-TCR2 RNA binding, fluorescence polarization; hits give low values | activity score (negative = inhibition of binding), % at 10 µM;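 active = inhibition past about -25% in most replicates, and total fluorescence under double the plate's negative control median, limit read from the data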;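 also: 0% = DMSO and -100% = 5 µM competing unlabeled TCR2 RNA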
PAFAH1B2 inh: PAFAH1B2 (human) inhibition | recombinant PAFAH1B2, FP-rhodamine activity probe, fluorescence polarization | inhibition, % at 3.39 µM | 340,000 compounds, 1.2% hits | AID 492953;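 active = inhibition above the mean of all tested compounds plus 3 SD, cut at about 24% in these data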;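 also: 0% = enzyme with DMSO and 100% = wells lacking PAFAH1B2; many of its hits are not listed in these tables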
Target sequence (P68402 whole entry, looked up): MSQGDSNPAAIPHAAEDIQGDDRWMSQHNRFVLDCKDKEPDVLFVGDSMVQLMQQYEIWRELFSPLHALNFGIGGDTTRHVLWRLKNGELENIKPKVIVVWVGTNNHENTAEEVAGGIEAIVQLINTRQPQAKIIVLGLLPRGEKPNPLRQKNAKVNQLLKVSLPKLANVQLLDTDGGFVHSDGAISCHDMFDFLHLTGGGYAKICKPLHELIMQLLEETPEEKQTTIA
pPAFAH FP inh: inhibitors of human plasma PAF acetylhydrolase (pPAFAH); recombinant pPAFAH, FP-rhodamine probe fluorescence polarization; inhibition, % at 3.39 µM; 330,000 compounds, 1.5% hits; AID 463082;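 active = inhibition above the mean inhibition across the screen plus 3 SD, cut at about 25% in these data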;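 also: inhibitors block binding of the rhodamine activity-based probe so polarization drops; 0% = enzyme with DMSO and 100% = wells lacking pPAFAH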
AHR activator: human AHR activation. activation, % at 5 µM. AID 2796. AHR-responsive luciferase reporter cells, luminescence. P35869. 320,000 compounds, 2.5% hits; in the data active = activation above about 47%;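 also: 0% = vehicle wells and 100% = reference agonist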
Target sequence (P35869 whole entry, looked up): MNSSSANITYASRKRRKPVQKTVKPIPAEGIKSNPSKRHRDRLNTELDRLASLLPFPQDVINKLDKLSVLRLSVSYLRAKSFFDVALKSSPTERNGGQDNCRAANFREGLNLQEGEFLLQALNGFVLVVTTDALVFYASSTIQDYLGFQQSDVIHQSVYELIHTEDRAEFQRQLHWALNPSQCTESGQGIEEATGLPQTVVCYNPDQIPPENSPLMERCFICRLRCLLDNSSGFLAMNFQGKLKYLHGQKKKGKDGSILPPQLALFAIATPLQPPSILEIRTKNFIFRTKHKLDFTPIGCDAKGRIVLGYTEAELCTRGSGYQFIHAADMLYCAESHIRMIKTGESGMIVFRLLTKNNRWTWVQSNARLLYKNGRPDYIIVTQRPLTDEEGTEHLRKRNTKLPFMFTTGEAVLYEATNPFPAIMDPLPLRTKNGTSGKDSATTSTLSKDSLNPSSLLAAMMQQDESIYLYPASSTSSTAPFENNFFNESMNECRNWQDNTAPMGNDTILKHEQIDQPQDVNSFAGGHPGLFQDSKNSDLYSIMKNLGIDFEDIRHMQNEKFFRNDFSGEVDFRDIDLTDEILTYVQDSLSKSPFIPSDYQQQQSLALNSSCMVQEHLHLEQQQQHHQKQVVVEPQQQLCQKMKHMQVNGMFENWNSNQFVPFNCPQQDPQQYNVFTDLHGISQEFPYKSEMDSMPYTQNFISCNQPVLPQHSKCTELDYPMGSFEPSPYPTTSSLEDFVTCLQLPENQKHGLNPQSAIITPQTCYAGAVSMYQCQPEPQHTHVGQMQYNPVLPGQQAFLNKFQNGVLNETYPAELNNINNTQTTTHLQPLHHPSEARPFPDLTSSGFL
GLD-1 TGE inh: GLD-1-TGE RNA interaction inhibition (C. elegans). Q17339. purified GLD-1 + fluorescein TGE RNA, fluorescence polarization. inhibition, % at 5.96 µM. 320,000 compounds, 0.44% hits;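 active = percent inhibition above a per-plate cutoff, the plate mean of test compounds plus 3 SD, cut at about 30% in these data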;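 also: 0% = DMSO wells with GLD-1 and probe and 100% = wells lacking GLD-1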
PME-1 inh: blocks human protein phosphatase methylesterase 1. inhibition, % at 5.9 µM. 320,000 compounds, 0.53% hits. recombinant PME-1, FP-Rh probe fluorescence polarization;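 active = inhibition above the campaign mean of all compounds plus 3 SD, cut at about 26% in these data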;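 also: competitive labeling of PME-1 active site by serine hydrolase directed probe; 0% = PME-1 with DMSO and 100% = wells lacking PME-1 enzyme; inhibitors block probe labeling so polarization falls and inhibition rises; many of its hits are not listed in these tables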
Bcl-xL primary: Bcl-xL (human) inhibition; Q07817; GST-Bcl-xL / FITC-Bim BH3 peptide fluorescence polarization; inhibition, % at 10.9 µM; 320,000 compounds, 0.7% hits; AID 2129;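 active = inhibition above the mean of all tested compounds plus 3 SD, cutoff set per campaign, cut at about 30% in these data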;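 also: 0% = DMSO wells and 100% = unlabeled Bim-BH3 peptide competitor; inhibitors lower millipolarization by displacing the labeled peptide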
An asterisk follows results filed as active; . = not tested or not shown.

SMILES	MCL1-BIM inh	Fam108B counter	MEX-5 binding	PAFAH1B2 inh	pPAFAH FP inh	AHR activator	GLD-1 TGE inh	PME-1 inh	Bcl-xL primary
COc1ccc(C(=O)OCC(=O)NC(=O)Nc2ccccc2F)c(OC)c1	.	.	.	-1.9	-2.2	3.5	-3.6	.	.
COc1ccccc1C(=O)NCCC(=O)NCc1cccs1	3.4	-0.2	0.7	4.2	-6.6	-1.0	9.0	1.2	7.3
NC(=O)COC(=O)c1cccc(S(=O)(=O)N2CCN(c3ccc(F)cc3)CC2)c1	-8.8	-1.7	0.7	-1.6	5.6	-3.4	8.4	4.1	-2.9
Cc1sc2nc(N)sc2c1C	13.2	0.6	.	-3.8	2.8	28.0	1.2	-1.2	7.1
O=C(O[C@H]1[C@H](Oc2ccccc2COC(=O)C2(O)C=CCCC2=O)O[C@H](CO)[C@@H](O)[C@@H]1O)c1ccccc1 (some centres not stated)	4.3	-5.1	-0.3	.	-6.2	0.3	3.4	-5.8	-2.1
Cc1ccccc1S(=O)(=O)NCc1cccnc1	2.3	5.7	.	5.5	-0.2	0.3	4.9	-2.3	2.4
NC(=NCc1ccccc1)c1cccc([N+](=O)[O-])c1	7.3	4.0	-1.8	1.3	-0.2	-2.0	10.8	-3.3	4.4
O=S(=O)(c1ccc(C2=CSC3=NCCN23)cc1)N1CCOCC1	4.2	1.7	-2.4	-2.6	3.3	7.7	3.6	-2.1	6.3
COCCN(C(=O)c1ccc2ccccc2c1)c1c(N)n(Cc2ccccc2)c(=O)[nH]c1=O	-1.5	-3.5	-0.8	-0.2	3.5	-0.5	1.7	2.6	2.2
O=C(NCc1ccc2c(c1)OCO2)C1CCN(S(=O)(=O)c2cccc3nsnc23)CC1	-5.1	3.8	2.3	0.3	-5.3	0.3	1.8	12.3	2.4
CCOC(=O)c1ccc(Cl)c(NC(=O)c2cccnc2)c1	2.2	7.7	1.3	.	1.9	-1.0	5.0	-1.7	4.9
O=C1OCC(CO)(CO)N=C1NNc1ccccc1Cl	4.5	-2.7	-1.4	-3.6	-0.1	7.9	8.0	-1.3	2.0
COc1ccc(NC(=O)Nc2ccc3c(c2)CC(=O)N([C@H](C)CO)C[C@H](C)[C@H](CN(C)Cc2ccc(C(=O)O)cc2)O3)cc1	.	.	.	6.5	0.5	-1.5	-1.5	.	.
N#Cc1ccc(Oc2nc(C#N)cc(-c3ccccc3)n2)cc1	8.7	-9.2	-3.2	-4.6	1.7	18.0	3.0	-15.9	2.5
COC(=O)c1ccc(NC(=S)Nc2ccc3ccccc3c2)cc1	8.3	-3.9	0.6	-2.4	7.1	25.8	6.2	-1.4	-3.4
CN(C)c1ccc(C(=S)N2CCCCC2)cc1Br	3.9	2.5	-0.8	2.3	6.1	3.4	-1.6	2.5	-0.6
O=C1c2ccccc2OCOc2ccccc21	-4.3	1.8	-1.0	-1.1	2.8	-0.2	9.9	-8.8	-1.0
O=[N+]([O-])c1ccc2nc(-c3ccccc3[N+](=O)[O-])[nH]c2c1	2.9	-3.6	-5.2	-1.9	-3.3	19.9	2.9	-2.6	1.0
COc1ccc(NC(C)=O)cc1S(=O)(=O)N1CCN(Cc2cccs2)CC1	3.5	.	.	9.3	4.3	-0.7	6.3	-5.8	8.2
O=C(CC(NC(=O)c1ccccc1)c1ccccc1)Nc1cccc2ccccc12 (configuration not stated)	-6.1	-14.0	-2.2	-7.3	-5.6	11.6	2.5	-14.2	0.3
CCCCOc1ccc(CSc2nc(C)[nH]c2[N+](=O)[O-])cc1[N+](=O)[O-]	2.6	2.5	.	.	16.2	-0.1	5.0	-0.7	4.3
C=CC[N+](C)(C)CC(=O)OCc1ccccc1	0.2	-0.6	0.1	6.1	0.7	2.6	0.8	3.9	6.0
Cc1ccc(OCC(=O)N(C)CC(=O)N(CC(C)C)c2c(N)n(CC(C)C)c(=O)[nH]c2=O)c(C)c1	-12.7	-3.9	2.5	-1.3	2.8	-3.9	-2.7	1.3	-7.5
O=C(OCc1ccccn1)c1ccc(COc2ccc3ccccc3c2)o1	-0.7	-5.7	-0.7	3.0	14.1	16.8	5.0	-6.5	5.4
Cc1cccc(NC(=O)CS(=O)(=O)c2cn(C)c3ccccc23)c1C	-5.6	1.4	-0.4	1.0	0.3	7.6	-0.2	5.6	3.9

Looked up above.
Entry of CCOC(=O)c1ccc(Cl)c(NC(=O)c2cccnc2)c1 in PME-1 inh: -1.7
Entry of COc1ccc(NC(C)=O)cc1S(=O)(=O)N1CCN(Cc2cccs2)CC1 in PME-1 inh: -5.8

Next section
SMILES	MCL1-BIM inh	Fam108B counter	MEX-5 binding	PAFAH1B2 inh	pPAFAH FP inh	AHR activator	GLD-1 TGE inh	PME-1 inh	Bcl-xL primary
Cn1c(C(O)C(O)c2ccccc2)nc2ccccc21 (configuration not stated)	-7.7	1.7	3.3	2.1	4.4	3.3	-1.2	3.3	-0.7
CNC(=O)NC(=O)C(C)OC(=O)c1oc2ccccc2c1CSc1ccc(Cl)cc1 (configuration not stated)	2.5	-3.3	2.2	3.4	2.6	-1.7	6.3	1.7	5.0
COc1ccc(-c2csc3ncnc(N4CCN(S(=O)(=O)c5ccccc5C#N)CC4)c23)cc1	-10.8	2.1	2.8	-4.1	5.3	4.1	-2.0	-2.8	-6.2
O=C(Oc1c(CN2CCOCC2)cc(Cl)c2cccnc12)c1cccs1	2.6	1.6	0.2	-1.9	10.3	11.3	-4.2	-1.9	5.5
Cc1cc(C)n(-c2nc(NCCCN(C)C)c3c4c(sc3n2)COC(C)(C)C4)n1	1.5	-1.7	2.4	.	-2.3	7.2	-7.1	-2.7	-3.5
CCN(CC)S(=O)(=O)c1ccc(N2CCCC2)c(NC(=O)c2ccc([N+](=O)[O-])o2)c1	.	.	.	3.0	8.7	0.5	-0.6	.	.
O=C1CCC(C(=O)N2CCSCC2)CN1CCc1cccc(F)c1 (configuration not stated)	6.7	-2.9	1.7	-5.6	2.5	-0.5	4.4	1.9	3.4
O=C(c1cnn2c(C(F)(F)F)cc(-c3ccc(F)cc3)nc12)N1CCc2ccccc2C1	-11.4	0.4	-3.3	2.1	-1.8	2.1	5.0	-5.9	-0.5
Cc1cccc(NC(=O)c2ccc(OC3CSC3)cc2)c1	0.0	-0.1	-1.1	2.0	-1.4	2.3	-8.2	-5.8	3.1
COc1cc(C(=O)NNC(=O)CN2C(=O)NC(C)(c3ccc(C)cc3)C2=O)cc(OC)c1OC (configuration not stated)	5.0	.	.	0.7	3.1	-0.7	2.0	4.4	2.3
Cc1ccc(C(=O)Nc2cccc(Oc3ccccc3)c2)o1	-0.9	-5.9	4.9	2.2	5.3	-3.8	-2.6	-13.5	3.7
O=C(COc1ccc2ccccc2c1)Nc1ccc(S(=O)(=O)N2CCCCCC2)cc1	17.9	-8.9	-0.2	-3.6	-4.5	14.7	4.6	6.1	9.8
O=C(NCC1CCCO1)c1cc2c([nH]c3ccccc32)c(-c2ccc(F)cc2)n1 (configuration not stated)	-3.3	-12.5	0.1	2.3	2.6	1.9	6.0	-22.7	2.5
CCOc1ccc(C(=O)N2CCc3ccccc32)cc1OCC	-2.1	2.2	-1.2	7.3	2.4	15.3	-0.5	-1.7	0.6
COc1cc(Cl)ccc1OCc1cc(C(=O)NCc2cc(C(C)C)no2)no1	-0.2	-1.2	0.8	0.0	3.5	114.6*	2.4	3.7	1.8
O=C(CN1C(=O)NC2(CCCCC2)C1=O)NCC(=O)Nc1ccc(F)c(F)c1	2.2	1.1	0.2	0.7	-2.3	0.6	-1.6	-4.8	1.7
COc1ccccc1-n1c(=O)[nH]c2c(C(N)=O)nc(CC(C)C)nc21	3.5	-3.4	-3.2	5.2	0.1	2.0	9.9	25.8	2.8
COc1cc2c(cc1NC(=O)c1ccco1)CCCC2	2.9	2.8	0.7	4.1	-5.0	8.5	0.8	-1.8	0.9
O=C(COC(=O)COc1ccccc1F)NCCc1ccc(F)cc1	-4.8	.	.	0.8	8.7	-1.9	0.1	0.9	4.1
COc1ccc(-c2c(-c3cc(OC)cc(OC)c3)sc3ccc(OC)cc23)cc1	.	.	.	-2.9	-2.0	12.4	3.2	.	.
CCN1C(Nc2ccccc2)=NC[C@@H]1Cc1ccccc1	-3.9	2.9	-1.9	1.9	5.1	1.9	5.0	2.3	-1.7
Cc1[nH]c2ccccc2c1/C=N/n1cnnc1	-4.7	1.7	-1.6	9.4	2.2	20.2	-7.6	3.9	5.4
COc1ccc2[nH]c3c(=O)n(/N=C/[C@H]4C(C)C=C(C)CC4C)c(=O)[nH]c3c2c1 (some centres not stated)	6.1	-3.2	-0.1	0.1	-1.3	30.5	-9.2	10.2	-0.1
O=C(O)Cn1c(=O)cnc2ccccc21	-0.9	-4.3	0.9	0.9	-0.1	-2.6	-6.1	3.6	-0.5
COC(=O)c1c(C(=O)OC)c(-c2ccc(F)cc2)n2c1CSC2	5.1	1.4	3.7	-1.2	3.8	14.6	8.3	13.7	2.5
SMILES	MCL1-BIM inh	Fam108B counter	MEX-5 binding	PAFAH1B2 inh	pPAFAH FP inh	AHR activator	GLD-1 TGE inh	PME-1 inh	Bcl-xL primary
COc1ccccc1NC(=O)Cc1nnc(SCC(=O)Nc2ccc(F)cc2F)n1C	3.0	-2.0	-0.7	1.3	-4.8	1.2	2.5	-4.8	4.6
COC(=O)c1c(NC(=O)CN2CCN(c3ncccn3)CC2)sc(C(N)=O)c1C	16.4	-0.4	-1.1	-1.1	13.5	18.5	1.7	2.2	16.9
CC(=O)Cn1ncc(N(C)Cc2ccccc2)c(Cl)c1=O	9.4	0.3	2.7	6.2	2.0	2.1	-1.3	-4.2	6.8
O=C(COc1ccc(Cl)cc1)NCCNc1ccc([N+](=O)[O-])cc1	2.2	2.9	0.1	10.8	1.4	4.9	0.0	4.4	1.3
CC(C)NC(=O)Nc1cccc2c1O[C@H](CN(C)S(C)(=O)=O)[C@@H](C)CN([C@H](C)CO)C2=O	.	.	.	2.4	0.8	-0.8	3.2	.	.
O=C(Oc1ccc(Cl)cc1)c1ccc(N2CCOCC2)c([N+](=O)[O-])c1	-13.2	0.3	-1.7	4.3	5.7	0.4	4.7	-2.6	-2.1
Cc1cc(C)c2[nH]c(=O)c(CN(Cc3ccccc3)C(=S)NCCCN(C)C)cc2c1	1.1	3.5	-0.1	-0.4	1.5	15.2	-7.6	-7.3	4.1
COC(=O)c1ccc(N/C(C)=C/C(=O)c2ccc(C)o2)cc1	-0.8	0.9	1.1	-0.9	7.9	5.6	1.4	-2.3	-0.5
CCc1noc(C)c1C(=O)N1CCCC(CCC(=O)NCc2ccc(F)c(F)c2)C1 (configuration not stated)	6.0	0.4	-0.8	2.4	4.6	-2.3	-0.1	2.1	3.0
COc1ccc(NC(=O)c2ccccc2NC(=O)c2cccs2)cc1	-1.3	0.8	-1.4	6.7	0.7	11.9	2.7	-2.3	0.9
Cn1cnnc1SCc1ccccc1	2.9	0.5	-2.1	0.5	0.0	-2.0	0.6	0.5	0.8
COc1ccc(C2=NS(=O)(=O)N(C)C(C(=O)N3CCCCC3C)=C2)cc1 (configuration not stated)	5.0	3.5	-0.4	4.1	-4.9	0.1	2.4	-2.3	2.7
COc1ccc(C(=O)NC2CCN(C(=O)Nc3ccc(F)cc3)CC2)cc1	1.0	1.1	3.5	2.9	2.6	0.7	0.4	4.7	2.1
COC(=O)c1ccccc1NC(=O)COC(=O)CO/N=C(\C)c1ccc2c(c1)OCO2	-5.0	-2.8	3.7	1.0	4.0	-2.3	3.6	4.8	1.2

Some of the compounds tested; rates above refer to the full screens.
